# Rin1-Abl PPI inh = inhibitors of human Rin1-Abl protein interaction | TR-FRET Rin1/Abl binding, biochemical | AID 588664 | inhibition, % at 7.35 µM | 360,000 tested, 0.4% active; in the data active means inhibition above about 5%, passing the limit was not always enough
# Rpn11 block = blocks the human proteasome subunit Rpn11; O00487; human 26S proteasome, Ub4-pepOG fluorescence polarization; 20S core pre-blocked with epoxomicin; calls only at 20 µM; 360,000 tested, 0.59% active; AID 588493;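 active means inhibition at 20 µM, scaled to each plate's controls, above about 33%, limit read from the data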
# Target sequence (O00487 whole entry, looked up): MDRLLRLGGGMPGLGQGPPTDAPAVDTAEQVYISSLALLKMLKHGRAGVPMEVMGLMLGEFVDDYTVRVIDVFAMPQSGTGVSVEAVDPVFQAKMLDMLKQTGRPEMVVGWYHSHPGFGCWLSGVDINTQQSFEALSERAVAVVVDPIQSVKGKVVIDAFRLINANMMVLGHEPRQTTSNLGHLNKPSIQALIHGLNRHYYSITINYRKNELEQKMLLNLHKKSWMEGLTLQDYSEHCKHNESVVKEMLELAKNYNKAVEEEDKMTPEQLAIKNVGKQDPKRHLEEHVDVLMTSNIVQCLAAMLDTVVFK
# MsrA act = activates bovine MsrA enzyme; purified bovine MsrA, absorbance read-out; activation, % at 10.6 µM; 360,000 tested, 0.3% active; AID 602163; in the data active means activation above about 7.5%;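 further: 0% = vehicle and 100% = reference activator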
# MT1-MMP act inh = inhibitors of human MT1-MMP activation; P50281; HT1080 RFP-PRO-GFP cells, GFP/RFP ratio fluorescence, overnight; percent of plate control window, DMSO zero; GFP/RFP ratio change, % at 20 µM; 360,000 tested, 0.061% active;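 active means GFP/RFP ratio change of at least 30% with cell ATP level not reduced by more than half and red fluorescence within 50% of control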; further: strong numbers were not always called active
#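 Compound: 20 µM single dose, 1% DMSO / System: HT1080 RFP-PRO-GFP cells / Controls: DMSO and RFP-L50D-GFP cell wells / Read-out basis: GFP/RFP fluorescence ratio / Schedule: overnight compound exposure at 37 °C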
# MsrA inh = inhibits bovine methionine sulfoxide reductase A; purified bovine MsrA, absorbance read-out; inhibition, % at 15.5 µM; 360,000 tested, 0.75% active; in the data active means inhibition above about 4.5%;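 further: 0% = vehicle wells with enzyme and 100% = reference inhibitor wells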
# MLLE-PAM2 inh = blocks PAM2 peptide binding to the PABP1 MLLE domain; GST-MLLE / FITC-PAM2 fluorescence polarization; inhibition, % at 20 µM; 360,000 tested, 0.36% active; AID 588489; in the data active means inhibition above about 35%, passing the limit was not always enough;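 further: plate controls were DMSO wells with GST-MLLE for no effect and wells lacking GST-MLLE protein for full effect; some results filed as inactive read as strong as hits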
# FAS TE block = inhibitors of human fatty acid synthase thioesterase domain | P49327 | AID 602261 | recombinant FAS-TE, OMFH fluorogenic substrate, fluorescence endpoint | inhibition, % at 15 µM | 360,000 tested, 0.67% active;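 active means compounds whose normalised, plate-corrected inhibition of enzyme fluorescence in the single-dose primary screen is 50% or more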;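 further: 0% = DMSO with enzyme and 100% = substrate without enzyme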
# CSN inh = inhibitors of human CSN-mediated cullin deneddylation; Purified CSN, SCF-Nedd8-OG deneddylation, fluorescence polarization; inhibition, % at 12.5 µM; 360,000 tested, 0.38% active;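 active means pattern-corrected inhibition above about 35%, with an unprinted fluorescence ratio check between 0.5 and 1.5, limit read from the data, passing the limit was not always enough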;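 further: 0% = enzyme with substrate and 100% = substrate without enzyme; some results filed as inactive read as strong as hits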
# Target sequence (Q92905 whole entry, looked up, one chain of several): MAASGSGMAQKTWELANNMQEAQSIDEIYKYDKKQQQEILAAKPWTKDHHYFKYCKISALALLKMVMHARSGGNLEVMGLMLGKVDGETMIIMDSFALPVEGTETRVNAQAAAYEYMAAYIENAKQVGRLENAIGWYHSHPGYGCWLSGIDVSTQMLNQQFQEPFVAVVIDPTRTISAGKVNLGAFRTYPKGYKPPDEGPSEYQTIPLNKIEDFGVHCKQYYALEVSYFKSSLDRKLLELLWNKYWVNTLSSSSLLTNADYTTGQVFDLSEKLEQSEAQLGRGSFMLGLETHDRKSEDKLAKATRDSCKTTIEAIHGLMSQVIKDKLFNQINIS
#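 Detection – fluorescence polarization · System – HEK293T-derived human Csn5 enzyme · Controls – substrate-only high control, full reaction low control · Timing – 90 min, room temperature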
# eLon inh = inhibitors of E. coli Lon protease | P0A9M0 | purified E. coli Lon protease, fluorescence polarization | inhibition, % at 7.94 µM | 360,000 tested, 0.42% active | AID 602123; in the data active means inhibition above about 13%, passing the limit was not always enough;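 further: 0% = enzyme with probe and DMSO and 100% = no enzyme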
# Starred values were filed as active, the others as inactive; i = inactive; nt = not tested or not shown. Hits appear at their usual frequency. About 3.7% of those tested had a hit in this group.
SMILES,Rin1-Abl PPI inh,Rpn11 block,MsrA act,MT1-MMP act inh,MsrA inh,MLLE-PAM2 inh,FAS TE block,CSN inh,eLon inh
CC1CCCN(C(=O)c2ccc(S(=O)(=O)N3CCC(c4nc5ccccc5s4)CC3)cc2)C1 (stereo not given),-2,i,-5,0,0.6,9,12,1,-17
COc1cccc(NC(=S)N(CCN2CCCCC2)Cc2ccco2)c1,-2,i,-1,3,-0.8,16,-1,0,-1
COc1ccccc1NS(=O)(=O)c1cc(NC(=O)CCC(=O)c2cccs2)ccc1Cl,2,i,-7,-1,-0.6,14,29,4,-1
CC(Oc1ccc(Br)cc1)C(=O)Nc1cc(Cl)ccc1N1CCN(C)CC1 (stereo not given),0,i,-1,-6,-0.5,-135,19,4,-1
CN1C(=O)NC(c2cccc(F)c2)C2=C1CC(C)(C)CC2=O (stereo not given),1,i,-2,1,2.5,4,-6,3,2
COc1cc(NC(=S)Nc2ccc(S(=O)(=O)N3CCOCC3)cc2)cc(OC)c1OC,5,i,-6,5,1.5,23,-4,-1,-10
Cc1ccc(CNC(=O)Cc2ccc(-n3c(=O)[nH]c4ccsc4c3=O)cc2)cc1,-1,i,-4,13,-0.7,-4,-12,2,-8
CN(Cc1ccccc1F)C(=O)C(Cc1ccccc1)NC(=O)c1ccccc1 (stereo not given),-3,i,-2,-16,nt,6,7,3,1
C/C(=N\NC(=O)c1cccc(N/N=C(\C)c2ccncc2)c1)c1ccncc1,-3,i,-3,0,1.9,-4,-8,1,-4
COc1cc(/C=N/n2c(C)nc3ccccc3c2=O)cc(OC)c1O,-4,i,0,0,2.7,6,-5,2,9
C/C(=N/NC(=O)c1ccncc1)c1ccc(NC(=O)c2ccc(Cl)cc2Cl)cc1,-1,i,0,3,-0.1,-5,-1,12,1
O=C(CN1CCN(c2ccc(Cl)cc2)CC1)Nc1ccc(F)c(F)c1,4,i,-11,1,-0.4,8,22,0,-4
O=C(NCCN1CCCC1=O)Nc1ccccc1,-5,i,-4,1,1.7,-11,-4,0,1
Cc1nc(Nc2nc(CSc3ccc(Cl)cc3)cc(=O)[nH]2)nc2ccccc12,-1,i,-5,-5,1.3,5,-4,-9,3
O=C(CN1CCN(S(=O)(=O)c2ccc(Br)s2)CC1)NCC1CCCCC1,0,i,-8,3,-0.2,8,2,2,2
CCC(Sc1nc(C)cc(C)n1)C(=O)Nc1nccs1 (stereo not given),2,i,-3,2,2.1,7,-3,-1,-3
COc1ccccc1NC(=O)CSc1nnc(CCNC(=O)c2ccc(C)cc2)n1C,1,i,-3,0,1.6,16,-5,-2,3
O=C(c1ccco1)N1CCN(C(=O)C2CCCc3c2[nH]c2ccc(Cl)cc32)CC1 (stereo not given),1,i,1,3,1.2,7,5,-2,5
COCCNC(=O)C1(C)CCCN(C(=O)c2cccc(OC(F)(F)F)c2)C1 (stereo not given),1,i,0,2,-0.3,4,-9,-1,7
CNC(=O)c1c(NC(=O)c2ccc(N3C(=O)CCC3=O)cc2)sc2c1CCC(C)C2 (stereo not given),2,i,0,-2,0.0,-7,9,5,-4
Nc1c(C(=O)N/N=C/c2ccc([N+](=O)[O-])cc2)cnn1-c1ccccc1,0,i,0,3,1.6,-44,0,8,-11
CCn1c(SCC(=O)Nc2cccc(C)n2)nc2c1c(=O)n(C)c(=O)n2C,0,i,-6,1,-0.3,9,-2,2,-7
Nc1c(Cl)ncnc1N/N=C/c1cccc(O)c1,-5,i,-3,-2,3.7,0,1,-4,-2
Cc1onc(-c2c(Cl)cccc2Cl)c1NC(=O)NNc1ccccc1,5,i,-3,-4,-0.2,-11,-2,-3,-6
Cc1cccc(N2C(=O)N(c3ccccc3C)C3CS(=O)(=O)CC32)c1 (stereo not given),-5,i,-3,-3,-0.7,-3,-6,4,-6

# Continued.
SMILES,Rin1-Abl PPI inh,Rpn11 block,MsrA act,MT1-MMP act inh,MsrA inh,MLLE-PAM2 inh,FAS TE block,CSN inh,eLon inh
O=C(O)C1C(C(=O)O)C1(c1ccccc1)c1ccccc1 (stereo not given),1,i,-3,5,-0.7,2,-7,3,-4
CCOC(=O)c1c(Cc2ccccc2)c[nH]c1C,2,i,-3,-1,-0.6,-8,3,-4,-3
Cc1occc1-c1nnc(SCC(=O)NCc2cccs2)n1CC1CCCO1 (stereo not given),0,i,0,12,1.1,-5,-9,3,5
O=C(c1cnn2c(C(F)F)cc(C3CC3)nc12)N1CCCC1,0,i,-10,3,0.8,-10,-6,4,-9
CC(=O)Nc1ccc2sn(-c3ccccc3)c(=O)c2c1,-1,i,9.8*,-1,0.7,-3,-7,1,4
CC1(C)CC(=O)C(C2c3ccccc3S(=O)(=O)c3ccccc32)C(=O)C1,2,i,-8,-1,2.4,-1,-4,2,-9
CCCCn1c(N)c(N(C)C(=O)CCCn2c(=O)oc3ccccc32)c(=O)[nH]c1=O,1,i,0,4,1.0,-8,-4,-3,6
COc1ccc2cc(C(=O)c3ccccc3)c(=O)oc2c1,-6,i,-5,-6,3.2,0,-7,-3,-4
CC(=O)c1ccc(NC(=O)CSc2nnc(NC(=O)CN3CCOCC3)s2)cc1,6,i,-3,2,0.6,-8,-6,0,-5
CCCCNc1c(-c2ccc(OC)c(SC(C)CC)c2)nc2cnccn12 (stereo not given),-4,i,1,-13,-0.4,-18,24,1,-2
COc1ccc(Cl)cc1C(=O)NNC(=O)CNC(=O)c1ccc(C)s1,3,i,-2,-2,-0.2,10,1,-3,-5
S=c1[nH]nc(Cn2nnc3ccccc32)n1-c1ccc(Cl)cc1,1,i,-8,1,0.3,-98,-11,-4,7
OC(c1ccc(Cl)cc1)c1ncc(-c2ccccc2F)[nH]1 (stereo not given),-3,i,0,4,0.1,-1,-1,-7,2
Cc1ccc(OCC(=O)NCCNC(=O)c2ccncc2)cc1C,4,i,-1,-1,0.1,7,-6,1,2
Cc1cccc(NCc2n[nH]c(=S)n2-c2ccccc2)c1,-1,i,2,1,-0.3,-12,4,1,10
O=C(C1CC(=O)N(c2ccccc2)C1)N1CCN(c2ccccc2F)CC1 (stereo not given),2,i,-1,1,-1.5,6,-1,3,-8
O=C(O)COCc1nc2ccccc2[nH]1,-5,i,-4,0,1.4,-9,-11,2,-7
CC(=O)O/N=C(/C)c1ncc(C(F)(F)F)cc1N1CCOCC1,0,i,-15,-1,1.0,-3,-10,2,-5
CCOC(=O)N1CCC(NC(=O)COc2cc(=O)n(C)c3ccccc23)CC1,6,i,-7,4,0.0,0,-4,-7,-4
Cc1ccccc1Cn1cc(C)c(=O)[nH]c1=O,0,i,-12,3,0.1,-1,-4,5,1
CCN1C(=O)[C@@H]2[C@@H](c3ccc(-c4cccc(Cl)c4)c(OC)c3)N3CCCC[C@@]3(C(=O)OC)[C@@H]2C1=O,2,i,-1,-9,0.1,-2,25,-1,-3
C/C(=N\NC(=O)C(O)(c1ccccc1)c1ccccc1)c1ccc(C)o1,1,i,1,3,0.7,0,-8,2,-4
CC(C)CC(C(=O)O)N1C(=O)C2C3CC(C2C1=O)C1C(c2ccccc2)c2sc(=O)[nH]c2SC31 (stereo not given),0,i,-4,-1,-0.7,26,-15,3,-12
O=C(NC(=S)Nc1ccc(F)cc1)c1ccc2c(c1)OCCO2,2,i,-10,10,0.1,14,24,-2,-10
COc1cc(N)ccc1Nc1c2ccccc2nc2ccccc12,-27,i,-2,4,nt,13,5,4,7

# Given with tabs: entries from further up
molecule	Rin1-Abl PPI inh	Rpn11 block	MsrA act	MT1-MMP act inh	MsrA inh	MLLE-PAM2 inh	FAS TE block	CSN inh	eLon inh
O=C(c1cnn2c(C(F)F)cc(C3CC3)nc12)N1CCCC1	0	i	-10	3	0.8	-10	-6	4	-9
CC(=O)Nc1ccc2sn(-c3ccccc3)c(=O)c2c1	-1	i	9.8*	-1	0.7	-3	-7	1	4
CC1(C)CC(=O)C(C2c3ccccc3S(=O)(=O)c3ccccc32)C(=O)C1	2	i	-8	-1	2.4	-1	-4	2	-9
CCCCn1c(N)c(N(C)C(=O)CCCn2c(=O)oc3ccccc32)c(=O)[nH]c1=O	1	i	0	4	1.0	-8	-4	-3	6
COc1ccc2cc(C(=O)c3ccccc3)c(=O)oc2c1	-6	i	-5	-6	3.2	0	-7	-3	-4

# 3 records picked at random from the list so far:
SMILES,Rin1-Abl PPI inh,Rpn11 block,MsrA act,MT1-MMP act inh,MsrA inh,MLLE-PAM2 inh,FAS TE block,CSN inh,eLon inh
Cc1ccc(OCC(=O)NCCNC(=O)c2ccncc2)cc1C,4,i,-1,-1,0.1,7,-6,1,2
CC(=O)Nc1ccc2sn(-c3ccccc3)c(=O)c2c1,-1,i,9.8*,-1,0.7,-3,-7,1,4
COc1ccc2cc(C(=O)c3ccccc3)c(=O)oc2c1,-6,i,-5,-6,3.2,0,-7,-3,-4

# Going on with the list:
SMILES,Rin1-Abl PPI inh,Rpn11 block,MsrA act,MT1-MMP act inh,MsrA inh,MLLE-PAM2 inh,FAS TE block,CSN inh,eLon inh
NS(=O)(=O)c1ccc(CCNC(=O)c2ccc(-c3ccccc3)cc2)cc1,2,i,-3,2,1.8,-11,-4,5,-8
CCC1CCC2(CC1)NC(=O)N(CC(=O)NCc1ccccc1Cl)C2=O (stereo not given),3,i,-3,6,0.7,-8,2,8,3
CCC(C(=O)O)n1c(C(F)(F)F)nc2ccccc21 (stereo not given),1,i,2,-3,0.0,-10,-2,-2,3
Cc1ccccc1OCC(O)CN(CCO)Cc1ccccc1 (stereo not given),1,i,-3,5,0.2,-2,-6,-5,-3
CC1Sc2ccc(C(=O)OCc3ccccc3Cl)cc2NC1=O (stereo not given),-1,i,0,2,1.0,-5,14,6,-14
Cc1ccc2c(c1)C1CN(C)CCC1N2C(=O)COc1ccccc1F (stereo not given),-1,i,-2,3,-1.5,-5,-3,-2,-14
NC(=O)c1ccc(-n2nnnc2SCC(=O)Nc2ccc(N3CCOCC3)c(Cl)c2)cc1,1,i,-2,4,-0.7,8,-6,-2,2
Cc1ccc(C)c(NC(=O)COC(=O)c2ccc3c(c2)OCCO3)c1,-7,i,0,-2,0.3,-9,-4,-5,-12
CN(C)C(=O)CSc1nnc(Cc2ccc([N+](=O)[O-])cc2)o1,-1,i,1,0,-0.2,-13,0,2,-5
CCCc1cc(=O)oc2c(C)c(OCC(=O)NC3CCN(Cc4ccccc4)CC3)ccc12,0,i,-7,5,-0.1,-11,10,1,-2
CCOCc1cn(CC(=O)c2ccc(Cl)cc2)c(C)nc1=N,-2,i,-7,5,0.3,-14,-11,-1,1
Nn1c(-c2cccc(Br)c2)n[nH]c1=S,5,i,1,3,0.1,-16,-3,-2,1
CCOC(=O)C(N)CSC1CC(=O)N(c2ccc(C(=O)OC)cc2)C1=O (stereo not given),1,i,11*,0,-0.3,35,-2,-5,1
CN(C)/C=N/c1c(C#N)cnn1-c1ccc(C(F)(F)F)cn1,-3,i,-1,4,0.0,-6,-8,0,-2
CN(C)C(CNC(=O)c1cccc(S(=O)(=O)N2CCN(c3ccc(F)cc3)CC2)c1)c1ccccc1 (stereo not given),2,i,-8,-6,-1.4,-6,13,-2,-12
CCn1ccnc1CNC(=O)c1ccc2oc(CCCc3ccccc3)nc2c1,-1,i,-2,1,1.3,-12,-8,4,-6
CCC(=O)Nc1sccc1C(=O)OC,-1,i,-2,-6,nt,18,-8,4,-3
CS(=O)(=O)N1Cc2ccccc2CC1C(=O)Nc1ccccc1C(N)=O (stereo not given),-2,i,0,nt,-0.7,-2,-4,-1,-1
